bCat nuc transl – alters nuclear translocation of beta-catenin in HeLa cells; AID 1665; nuclear translocation activity, % at 5 µM; immunofluorescence imaging; hit rate 0.3% among 190,000;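 active = nuclear translocation activity above 50% at 5 µM, with a well cell count of 50 or more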;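 note: per-cell ratio of nuclear to cytoplasmic median beta-catenin stain intensity; plate controls were DMSO negative control for no effect and GSK-3 inhibitor IX positive control for full effect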
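System: Human HeLa cells, endogenous beta-catenin | Compound dosing: 5 µM primary, 0.02–20 µM confirmation | Timing: 24 h compound exposure at 37°C, 5% CO2 | Measured by: Fluorescence imaging of beta-catenin antibody stain plus DAPI | Read-out basis: % activation of per-cell nuclear versus cytoplasmic median beta-catenin signal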
P. falciparum M17LAP – P. falciparum M17LAP inhibitors, primary screen, biochemical, fluorogenic H-Leu-NHMec substrate, 1536-well (AID 1619); recombinant M17LAP, H-Leu-NHMec fluorogenic kinetic assay; higher % means a stronger effect; inhibition, % at 30 µM; hits with a dose series show IC50 in µM; hit rate 0.38% among 220,000;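 active = compound inhibiting the enzyme by more than half at any dose during confirmatory dose-response retesting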;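 note: plate controls were full reaction with DMSO carrier for no effect and no enzyme background for full effect; strong numbers were not always called active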
Yfh1-depleted yeast – enhancers of respiration in Yfh1-depleted yeast, dose response, Friedreich's ataxia, plus single-dose screen (AID 1465). S. cerevisiae Yfh1-off respiration, WST-1 reduction, 72 h; higher fold induction means a stronger effect. fold induction at 50 µM; hits with a dose series show EC50 in µM. hit rate 0.074% among 220,000;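 active = fold induction of absorbance versus untreated yeast above a set limit, then at least 30% activation at any dose in follow-up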;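 note: activators that raise dye reduction in frataxin-depleted yeast; strong numbers were not always called active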
Autophagy HCS – autophagy modulation, high-content screen | hit rate 0.98% among 190,000 | MEF GFP-LC3 puncta imaging; test concentration mostly 10 µM | calls only at 10 µM (by protocol);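 active = percentage of spot-positive cells more than 3 SD above its plate mean, without a fluorescence outlier flag or 80% toxicity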;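 note: spot-positive cell cutoff set from DMSO-treated cells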
Ins promoter up – MIN6 insulin promoter up-regulation | hit rate 0.3% among 190,000 | MIN6 insulin promoter-GFP reporter, high-content imaging; active compounds read high | z-score at 5 µM;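 active = z-score above 3 at 5 µM with at least 500 cells counted in the well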
NOD2 inhibition – NOD2 signaling inhibitors, cell-based, luminescence, uHTS, HEK293 (AID 1566). HEK293 NOD2/NF-kB luciferase reporter, luminescence; higher % means a stronger effect. inhibition, % at 4 µM, or EC50 in µM where a hit was titrated. hit rate 0.63% among 290,000; in the data active = inhibition above about 50%; note: many of its hits are not listed in these tables
NOD1 inhibition – NOD1 signaling inhibitors, primary screen, cell-based, luminescence, uHTS (AID 1578); NOD1-driven NF-kB luciferase reporter cells, luminescence; higher % means a stronger effect; one-dose inhibition, % at 4 µM; EC50 in µM for titrated hits; hit rate 1% among 290,000; in the data active = inhibition mostly above about 36%, no sharp cut-off; inactive = mostly below about 34%;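 note: HEK-293T reporter cells stimulated with the NOD1 agonist gamma-tri-DAP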
MT stabilize HCS – microtubule stabilizers in HeLa cells; HeLa tubulin immunostaining HCS, 24 h; share of cells brighter than vehicle mean+2SD; % tubulin-high responders, % at 10 µM; hit rate 0.83% among 200,000; AID 2205;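 active = plate Z-score above 3 for both tubulin-high and condensed-nucleus cell shares, with cell loss under 80%, at 10 µM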;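 note: anti alpha tubulin signal scored within the nucleus-defined area of each cell; some results filed as inactive read as strong as hits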
Dynein transport – dynein cargo transport inhibition | 3617.4 mouse cells, GR-EGFP nuclear translocation imaging; test concentration mostly 20 µM; stimulated with dexamethasone, 1 µM; active compounds read low | z-score, hits read low | hit rate 0.47% among 220,000;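 active = plate z-score of nuclear minus cytoplasmic receptor signal below a set negative limit, without overly bright fluorescence or cell loss, cut at about -3.5 in these data, passing the limit was not always enough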;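 note: z-score of nuclear minus cytoplasmic ring GR-EGFP intensity difference per well; some compounds called inactive have numbers as strong as hits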
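Also added – dexamethasone, 1.0 µM final · Buffer or medium – tet-free, stripped-serum medium · Schedule – induction 48 h, compound 1 h, agonist 30 min · Detection – formaldehyde fixation, Hoechst nuclear stain, 10x automated fluorescence imaging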
Dynein transport cytoplasmic EGFP – further read-out of Dynein transport, marked with its call; z-score; measured here: cytoplasmic GR-EGFP intensity; active compounds read high
Dynein transport nuclear GR-EGFP – further read-out of Dynein transport, marked with its call; z-score; measured here: nuclear GR-EGFP intensity;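 lower value marks the stronger effect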
Dynein transport cell count – also measured in Dynein transport; calls as there; z-score; measured here: cell count per field
Ins promoter up cell count – second read-out of Ins promoter up, no call of its own (marks repeat the call); cell count; measured here: cytotoxicity, nuclei count;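 total cells summed across four imaged fields per well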
bCat nuc transl cell count 5 µM – recorded beside bCat nuc transl, whose call it bears; cell count; measured here: cell count, cytotoxicity flag
MT stabilize HCS Hoechst-high % – second read-out of MT stabilize HCS, no call of its own (marks repeat the call); % Hoechst-high responders; measured here: nuclear condensation Hoechst responders;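 share of cells brighter than vehicle mean plus two SD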
MT stabilize HCS cytotoxicity % – also measured in MT stabilize HCS; calls as there; toxicity, %; measured here: cytotoxicity by cell density;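 0% = mean cell density of plate MIN control wells and 100% = no cells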
Autophagy HCS cell loss 18 h – further read-out of Autophagy HCS, marked with its call; toxicity, %; measured here: cell loss, nuclei count;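 cell loss after 18 h compound exposure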
An asterisk follows results filed as active; i = inactive; · = no result given.

Order of values: bCat nuc transl	bCat nuc transl cell count 5 µM	P. falciparum M17LAP	Yfh1-depleted yeast	Autophagy HCS	Autophagy HCS cell loss 18 h	Ins promoter up	Ins promoter up cell count	NOD2 inhibition	NOD1 inhibition	MT stabilize HCS	MT stabilize HCS Hoechst-high %	MT stabilize HCS cytotoxicity %	Dynein transport	Dynein transport cytoplasmic EGFP	Dynein transport nuclear GR-EGFP	Dynein transport cell count
> Cc1cc(S(=O)(=O)NCc2ccccc2)ccc1OCC(=O)Nc1cccc([N+](=O)[O-])c1
 : -2.0	495	0%	i	i	12	0.8	1180	-8%	34%	2.4	3.1	15	0.66	-0.22	1.2	-1.3
> COC(=O)c1nc(N)sc1-c1ccc(OC)cc1
 : -1.4	919	-1%	i	i	-26	0.59	1479	-90%	-3%	2.1	1.8	4.0	-2.4	0.32	-0.34	-0.52
> C=CCn1c(Oc2ccccc2)nc2c1c(=O)n(C)c(=O)n2C
 : 0.1	1515	2%	i	i	-4	-0.31	1413	26%	9%	3.0	2.5	6.7	0.53	-0.23	-0.09	0.32
> O=C(NNC(=S)NC(=O)c1ccco1)c1ccc(F)cc1
 : -0.5	1340	3%	i	·	·	-0.39	960	3%	-3%	·	·	·	0.19	-0.2	0.77	-0.45
> Cc1cccnc1NC(=O)c1ccccc1-c1ccccc1C(=O)Nc1ncccc1C
 : 0.3	962	-7%	i	i	-17	-0.32	2334	2%	35%	3.1	3.5	7.1	1.8	0.22	2.9	-2.1
> CC(C)(C)c1cc2cccnc2n1Cc1cccc(F)c1
 : ·	·	-4%	i	i	-1	·	·	12%	20%	1.2	1.4	6.7	·	·	·	·
> O=S(=O)(Nc1nccs1)c1cc(Cl)ccc1Cl
 : -2.1	1222	-70%	i	i	3	0.21	983	16%	-4%	3.5	2.3	12	-0.52	-0.19	0.077	-0.0029
> CSCCC(NC(=O)c1ccco1)C(=O)OCC(=O)Nc1ncc(Cl)c(C)c1Cl (stereo not given)
 : 0.5	1426	0%	i	i	6	1.8	1230	-4%	38%	3.2	2.2	4.6	0.1	-0.055	0.24	-1.1
> CCOCCn1c(CN(Cc2ccccc2)Cc2ccccc2)nc2c1c(=O)[nH]c(=O)n2C
 : ·	·	-4%	i	i	1	·	·	5%	14%	1.3	1.8	0.4	2.5	-0.16	1.4	-1.6
> CCn1c(SCC(=O)N2CCc3ccccc32)nc2c(c1=O)SC(C)C2 (stereo not given)
 : -1.2	1107	·	i	·	·	0.19	1909	8%	·	·	·	·	·	·	·	·
> Cc1cc(NC(=O)COC(=O)c2ccc(S(=O)(=O)N3CCCc4ccccc43)cc2)no1
 : 70*	472*	8%	i	i	42	-1	1009	1%	4%	35*	37*	66*	-0.65	-0.2	-0.45	0.43
> COCC(C)n1c(SCc2ccc(C(=O)OC)o2)nc2ccccc2c1=O (stereo not given)
 : -7.0	1128	4%	i	i	-4	0.77	850	9%	0%	6.3	2.9	14	-0.22	-0.26	-0.16	0.49
> COc1ccc(OC)c(N(CC(N)=O)S(=O)(=O)c2ccc(OC)c(OC)c2)c1
 : ·	·	13%	i	i	2	-0.78	890	-14%	-16%	2.1	0.9	6.0	1.8	-0.21	1.3	0.36
> Nn1c(SCC(=O)Nc2ccc(F)cc2)nnc1-c1ccccn1
 : -0.3	1394	10%	i	i	-8	-0.41	1203	-14%	·	5.1	1.9	8.6	0.13	0.14	0.33	-1.5
> O=S(=O)([N-]c1nc2ccccc2nc1-[n+]1ccccc1)c1ccccc1
 : -3.6	1131	13%	i	i	-5	-0.05	1423	9%	-9%	3.2	2.3	8.7	2.9	0.067	2.2	-1.7
> Cc1nn(C2CCS(=O)(=O)C2)c(Cl)c1/C=C/C(=O)OCC(=O)Nc1ccccc1[N+](=O)[O-] (stereo not given)
 : 0.0	1011	-2%	i	i	1	1	1069	2%	-26%	4.0	2.5	5.9	2.3	-0.16	1	-1.7
> COc1cc(S(=O)(=O)N2CCN(Cc3ccccc3)CC2)ccc1Br
 : 0.1	1081	9%	i	i	-2	0.44	1795	-10%	-42%	2.4	1.6	4.0	-0.51	-0.26	-0.64	-0.022
> COc1ccc(NC(=O)CCNS(=O)(=O)c2cccc3nsnc23)cc1OC
 : -1.4	537	-8%	i	i	17	-0.07	1210	3%	-53%	4.5	3.7	6.7	-0.97	-0.26	0.16	0.3
> CCC(Oc1nc2ccccc2nc1-c1ccccc1NC(C)=O)C(=O)c1ccccc1 (stereo not given)
 : -0.5	1400	-14%	i	i	-6	-0.66	1590	-13%	-22%	0.9	0.9	6.5	-0.65	-0.2	-0.49	0.45
> C=CCNC(=S)NNC(=O)c1ccc([N+](=O)[O-])cc1
 : -1.2	1101	-2%	i	i	11	0.12	1158	-1%	-28%	3.5	1.5	2.4	1.7	-0.27	1.8	-2.2
> Cc1ccccc1C(=O)Nc1ccccc1C(=O)NCC(C)C
 : 2.6	878	7%	i	i	7	0.63	1624	-14%	9%	4.7	1.3	19	0.62	-0.28	0.99	-0.89
> O=C(COc1ccc(S(=O)(=O)N2CCCC2)cc1)NCc1ccco1
 : -1.4	1204	3%	i	i	8	-0.16	869	8%	-13%	0.9	1.3	8.1	1.2	0.39	1.2	-1.8
> C=C1CC2C=C(NC(C)=O)CC(C1)C2 (stereo not given)
 : 0.8	1112	1%	i	i	5	0.6	1071	-3%	-7%	4.5	3.8	9.5	-0.47	-0.31	-0.11	-0.0049
> COc1ccc(C(=O)NNC2CC(=O)N(Cc3ccc(Cl)cc3)C2=O)cc1OC (stereo not given)
 : -0.4	884	0%	i	i	11	-0.51	1392	12%	2%	3.0	1.8	5.3	0.35	-0.24	0.24	-0.18
> CCOC(=O)c1oc2ccccc2c1CSc1nnnn1-c1ccc(OC)cc1
 : 0.2	1054	1%	i	i	10	0.13	1931	-9%	-21%	1.7	1.3	1.5	-0.47	-0.21	-0.033	0.42
> Cc1ccc(-c2nnn(CC(=O)N(CCO)C(C(=O)NC3CCCC3)c3ccc(F)cc3)n2)o1 (stereo not given)
 : 0.1	938	-1%	i	i	4	0.23	1624	0%	20%	2.0	2.7	6.0	-0.27	-0.31	0.024	0.038
> CSC1=N/C(=C\c2cccc(F)c2)C(=O)S1
 : ·	·	26%	i	i	-8	-0.31	1011	16%	-25%	0.3	1.2	14	-0.92	-0.4	-0.64	0.46
> Cc1cc(C)cc(C(=O)N(CCc2ccccc2)C2=CC3CCC(C2)N3C)c1 (stereo not given)
 : -1.8	1120	0%	i	i	21	0.07	1371	-5%	12%	3.2	1.6	3.0	-1.1	0.67	-0.43	0.58
> CC[N+]1(CC)CC2CCC(C)(C1)C2(C)C (stereo not given)
 : -1.6	586	4%	i	i	-29	·	·	5%	-18%	1.5	1.6	2.9	-0.93	-0.24	-0.43	0.65
> CC12CCC(C(=O)Nc3nccs3)(OC1=O)C2(C)C (stereo not given)
 : -1.8	1373	-1%	i	i	0	-0.35	1515	14%	13%	2.3	1.4	4.6	-0.39	-0.15	-0.81	-0.51
> CCNc1cc(N2CCN(S(=O)(=O)c3ccc4c(c3)CCCC4)CC2)ccc1[N+](=O)[O-]
 : ·	·	7%	i	i	7	·	·	-20%	-13%	3.9	1.6	8.7	-0.12	-0.22	0.23	1.5
> O=C(Nc1cnccn1)c1cccc(C(F)(F)F)c1
 : 0.0	995	-3%	i	i	-4	-0.11	1308	18%	-1%	3.7	1.9	3.9	-0.58	-0.31	-0.68	1.4
> O=C(O)c1ccc(N=NN2CCOCC2)cc1
 : -4.4	1159	16%	i	i	3	0.11	1440	0%	-24%	4.2	2.5	5.4	0.12	0.24	0.31	-0.32

Compound profiles, from the list above:
Record of O=C(NNC(=S)NC(=O)c1ccco1)c1ccc(F)cc1 = bCat nuc transl = -0.5; bCat nuc transl cell count 5 µM = 1340; P. falciparum M17LAP = 3%; Yfh1-depleted yeast = i; Autophagy HCS = ·; Autophagy HCS cell loss 18 h = ·; Ins promoter up = -0.39; Ins promoter up cell count = 960; NOD2 inhibition = 3%; NOD1 inhibition = -3%; MT stabilize HCS = ·; MT stabilize HCS Hoechst-high % = ·; MT stabilize HCS cytotoxicity % = ·; Dynein transport = 0.19; Dynein transport cytoplasmic EGFP = -0.2; Dynein transport nuclear GR-EGFP = 0.77; Dynein transport cell count = -0.45
Record of Cc1cccnc1NC(=O)c1ccccc1-c1ccccc1C(=O)Nc1ncccc1C = bCat nuc transl = 0.3; bCat nuc transl cell count 5 µM = 962; P. falciparum M17LAP = -7%; Yfh1-depleted yeast = i; Autophagy HCS = i; Autophagy HCS cell loss 18 h = -17; Ins promoter up = -0.32; Ins promoter up cell count = 2334; NOD2 inhibition = 2%; NOD1 inhibition = 35%; MT stabilize HCS = 3.1; MT stabilize HCS Hoechst-high % = 3.5; MT stabilize HCS cytotoxicity % = 7.1; Dynein transport = 1.8; Dynein transport cytoplasmic EGFP = 0.22; Dynein transport nuclear GR-EGFP = 2.9; Dynein transport cell count = -2.1

Screens deposited in PubChem BioAssay by several laboratories.

These rows are one share of the data, so the mix of outcomes need not match the whole.
